Giardia killer – kills Giardia lamblia; activity change, % at 7.66 µM, hits read low; 340,000 compounds, 0.15% hits; Giardia lamblia trophozoite viability; AID 540267; in the data active = activity change below about -80%; inconclusive = between about -30% and that limit;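 note: parasites exposed to compound for two days anaerobically before the ATP read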
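Giardia lamblia trophozoites (100 cells/well) were incubated with compounds for 48 h at 37 deg C under anaerobic conditions. Viability was read as ATP content by one-step luminescence after 15-30 min at room temperature.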
hERG WT inh – inhibitors of human wildtype KCNH2 potassium channel | AID 720551 | activity change, % at 1.84 µM | U2OS, BacMam KCNH2, thallium flux FluxOr; stronger effect = lower value | 340,000 compounds, 0.37% hits;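 active = maximum activity change below -70%; inconclusive = maximum activity change between -70% and -50%; inactive = maximum activity change above -50%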
Target sequence (Q12809 whole entry, looked up): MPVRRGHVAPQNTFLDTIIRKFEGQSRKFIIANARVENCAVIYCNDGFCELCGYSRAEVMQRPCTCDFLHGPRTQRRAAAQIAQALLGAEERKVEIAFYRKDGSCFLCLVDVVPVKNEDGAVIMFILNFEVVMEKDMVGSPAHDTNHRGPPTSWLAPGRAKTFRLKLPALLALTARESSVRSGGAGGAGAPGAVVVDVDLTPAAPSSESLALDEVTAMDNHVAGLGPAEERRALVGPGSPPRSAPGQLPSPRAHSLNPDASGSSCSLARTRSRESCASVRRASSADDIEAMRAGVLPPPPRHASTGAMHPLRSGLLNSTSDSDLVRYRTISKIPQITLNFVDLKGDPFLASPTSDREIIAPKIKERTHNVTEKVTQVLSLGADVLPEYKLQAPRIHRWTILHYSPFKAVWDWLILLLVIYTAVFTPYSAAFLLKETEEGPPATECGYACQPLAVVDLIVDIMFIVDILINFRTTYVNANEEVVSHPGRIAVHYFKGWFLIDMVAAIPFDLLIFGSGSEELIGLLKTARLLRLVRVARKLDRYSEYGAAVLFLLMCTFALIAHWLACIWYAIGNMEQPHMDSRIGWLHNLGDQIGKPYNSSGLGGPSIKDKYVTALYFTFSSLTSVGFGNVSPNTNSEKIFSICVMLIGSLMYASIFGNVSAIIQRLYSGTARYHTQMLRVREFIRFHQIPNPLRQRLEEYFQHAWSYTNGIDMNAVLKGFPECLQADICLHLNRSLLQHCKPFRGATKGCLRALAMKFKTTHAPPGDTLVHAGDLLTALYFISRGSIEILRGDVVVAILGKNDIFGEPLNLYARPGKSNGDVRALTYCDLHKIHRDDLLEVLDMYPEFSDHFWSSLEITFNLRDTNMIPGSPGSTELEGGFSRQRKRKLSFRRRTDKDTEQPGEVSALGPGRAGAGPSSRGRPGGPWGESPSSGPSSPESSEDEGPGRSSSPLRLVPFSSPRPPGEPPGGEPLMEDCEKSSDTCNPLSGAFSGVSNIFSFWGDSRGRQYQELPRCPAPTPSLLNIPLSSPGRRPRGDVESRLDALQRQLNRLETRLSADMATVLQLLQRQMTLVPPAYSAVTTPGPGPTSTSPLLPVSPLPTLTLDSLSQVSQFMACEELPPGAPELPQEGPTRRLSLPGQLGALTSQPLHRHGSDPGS
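U2OS cells transduced with wild-type KCNH2 virus are loaded with FluxOr dye for 45 min, and thallium flux is measured in kinetic reads before and after stimulation buffer. Rate constants are normalized to DMSO controls.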
KCNH2 3.1 inh – KCNH2 3.1 (human) potassium channel inhibition; activity change, % (tested at about 1.8 µM); U2OS KCNH2 3.1, thallium flux FluxOr; stronger effect = lower value; 340,000 compounds, 0.95% hits;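 active = maximum activity change below -70%; inconclusive = maximum activity change from -70% to -50%; inactive = maximum activity change above -50%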;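 note: thallium influx rate constant from kinetic fluorescence after stimulation buffer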
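Thallium flux read-out: FluxOr dye with Red40 quencher in HBSS/HEPES, 45 min at RT. Rate constants from kinetic reads were normalized to positive and negative DMSO controls. Cells: U2OS virally expressing the 3.1 isoform.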
* = called active by the depositor; ? = inconclusive; · = not tested or not shown; [ ] = another dose, or the depositor's remark. % is set by controls: 0 for no effect and ±100 for the full control effect.

SMILES	Giardia killer	hERG WT inh	KCNH2 3.1 inh
CON=C(C(=O)NC1C(=O)N2C(C(=O)O)=C(CSc3nc(=O)c(=O)[nH]n3C)CSC12)c1csc(N)n1 (stereo not drawn)	-6	-6	10
Cc1ccccc1N=Nc1c(O)[nH]c2ccccc12	6	-5	23
CCCCCCCSc1ncnc2[nH]ncc12	-24	-1	9
CC1=C(C(=O)OCC(Br)(Br)Br)C(c2cccc([N+](=O)[O-])c2)NC(=O)N1CCCC(=O)O (stereo not drawn)	16	-5	34
CCC(=O)NCCCc1nc(-c2ccccc2)no1	-6	-8	16
Cc1ccc(S(=O)(=O)N(CC(=O)NCCSCc2ccco2)c2cc(C)ccc2C)cc1	-3	-4	-5
CCc1c(Nc2ccccc2C)nc(N)[nH]c1=O	8	2	-23
Cc1ccc(CSCC(=O)Nc2cc(S(=O)(=O)N3CCOCC3)ccc2OCC(F)(F)F)cc1	20	5	-13
O=C(O)CC1(CC(=O)Nc2ccccc2Br)CCCC1	-16	-2	10
C1CN(CC2COC(CN3CCOCC3)CO2)CCO1 (stereo not drawn)	-5	1	21
CC1CN(CC(O)c2ccc(Br)cc2)CCO1 (stereo not drawn)	8	0	0
Cn1c2c(c3ccccc31)CCN=C2c1ccccc1	1	12	-18
Cc1ccccc1NS(=O)(=O)c1ccc(C(=O)NCC2(N3CCOCC3)CCCCC2)cc1	?	7	-2
CC(=O)Nc1ccc(Cl)cc1-c1ccccc1	1	-1	22
COc1ccc2c(c1)C(=O)C1NC(=O)NC(=O)C1(Br)N2 (stereo not drawn)	20	2	18
COc1ccc(C2NCCCC2c2ccccc2)cc1 (stereo not drawn)	11	12	10
O=C(NCC1CC1)c1cc(-c2ccccc2)nn1CC1CC(c2cccc([N+](=O)[O-])c2)=NO1 (stereo not drawn)	-25	-7	-8
CCc1cccc2c1NC(=O)C2=O	2	3	6
CN1OC[C@@H]2CN(C(=O)C(C)(C)C)[C@H](c3cccc(Br)c3)C[C@@H]21	15	-4	-29
Cc1cc(C)cc(NC(=O)c2cccc(NC(=O)c3ccco3)c2)c1	-10	13	6

Other compounds:
SMILES	Giardia killer	hERG WT inh	KCNH2 3.1 inh
CN1C(C)(C)CC(=NO)CC1(C)C	-4	-4	-9
CN(Cc1ccccc1F)C(=O)c1ccc(NC(=O)CC2SC(N3CCCCC3)=NC2=O)cc1 (stereo not drawn)	-8	36	1
Nc1ccc(S(=O)(=O)NN=CC=Cc2ccccc2[N+](=O)[O-])cc1	15	3	15
CC1CCN(CC(O)COC2CC(C)CC(C)(C)C2)CC1 (stereo not drawn)	0	0	2
CCc1nc2sc(C#N)c(N)c2c2c1CCCC2	-2	0	-8
CCOC(=O)C1Nc2c(F)cc(C)cc2C2c3ccccc3CC12 (stereo not drawn)	19	2	42
O=C1C(=NO)CCCc2ccccc21	4	-10	4
N#Cc1c(N2CCN(c3ccc([N+](=O)[O-])cc3)CC2)[n+](=O)c2ccc(Cl)cc2n1[O-]	?	?	-97*
Cc1ccc(NC(=O)Cn2c(=O)ccn(Cc3ccccc3)c2=O)cc1S(=O)(=O)N1CCOCC1	-16	4	8
N#C/C(=C/c1ccc(-c2cccc([N+](=O)[O-])c2)o1)C(=O)Nc1nc(-c2cccs2)cs1	54[activator]	5	7
Cc1ccccc1-n1c(SC(C)C(=O)NCC2CCCO2)nnc1-c1ccncc1 (stereo not drawn)	6	5	-7
O=C(O)C(F)=C1c2ccccc2-c2ccccc21	-23	-5	6
COc1ccc(CC(=O)NCc2nnc(SCC(=O)N3CCN(c4ccccc4)CC3)n2C)cc1	-7	4	11
ClCC(CNCc1ccccc1)c1ccccc1 (stereo not drawn)	-3	4	-6
Cc1ccc(-c2nnn(CC(=O)N(CC(=O)NC3CCCCC3)c3cnc4ccccc4c3)n2)o1	0	2	-10
Cc1ccc(N2C(=O)CCC2=O)c(C)c1	6	2	3
CCNC1CCC(Nc2ccnc3cc(Cl)ccc23)CC1 (stereo not drawn)	-13	2	-23
CC(=O)Nc1ccc(NC(=O)c2c(C)c(-c3ccccc3)nc3ccccc23)cc1	1	-6	0
O=C(O)c1ccc(NN=CC2=C(N3CCOCC3)/C(=C/c3ccccc3)CC2)cc1	-8	2	-10
Cc1cccc(C)c1OCc1cc(C(=O)N2CCC(C3CCCCC3)C2)no1 (stereo not drawn)	4	-5	9

(list continues)
SMILES	Giardia killer	hERG WT inh	KCNH2 3.1 inh
O=[N+]([O-])c1cccc(C=NNc2ccccc2)c1	16	·	·
Cc1ccccc1NC(=O)NCc1cccnc1	-24	-7	-1
O=C(NCC(=O)N(c1ccccc1)C(C(=O)NC1CCCC1)c1ccncc1)c1ccco1 (stereo not drawn)	-17	-1	-3
CC(=O)c1ccc(OCCCC(=O)OCC(=O)N2CCN(S(=O)(=O)c3ccc(C)cc3C)CC2)cc1	-4	-1	49
c1ccc2cc(N3CCCCC3)ccc2c1	1	4	-6
O=C(O)c1ccc([N+](=O)[O-])c2c1C(=O)c1ccccc1C2=O	3	-2	0
O=[N+]([O-])c1ccc(COc2ccccc2CN2CCCCC2)cc1	2	2	-3
CCn1c(=O)c(C(=O)Nc2cccnc2)c(O)c2ccccc21	-16	-12	0
CN(Cc1ccccc1)C(=O)Nc1ccc(Cl)cc1	-3	-6	-36
O=C(Nc1ccc(Br)c(Br)c1)C1CCCO1 (stereo not drawn)	43[activator]	6	7
CCSC(=Nc1ccccc1)N1CCOCC1	0	-4	-6
CC[C@H](C)[C@H]1CNC(=S)N1CC1CCN(CC2CCC(C)CC2)CC1 (stereo partly drawn)	?	7	12
N/C(=N\NS(=O)(=O)c1ccccc1Cl)c1ccccn1	11	-14	17
COc1ccc(S(=O)(=O)N2CCOC2CNC(=O)C(=O)NCc2ccc3c(c2)OCO3)cc1 (stereo not drawn)	26	2	-11
Clc1cc(/C=N\NC2=NCCN2)cc(Cl)n1	-17	-9	-2
O=c1[nH]c(=O)c2[nH]c(=S)[nH]c2[nH]1	-22	8	17
CCN(C(=O)CSc1nc2ccc([N+](=O)[O-])cc2s1)c1c(N)n(Cc2ccccc2)c(=O)[nH]c1=O	2	-2	-1
N#CC1(Nc2ccc(S(N)(=O)=O)cc2)CCCC1	-14	-33	-19
O=C(NC(Cc1ccc(O)cc1)C(=O)N=Nc1c(O)[nH]c2ccccc12)c1ccccc1 (stereo not drawn)	9	-5	-14
O=[N+]([O-])CC(c1ccccc1)c1c[nH]c2ccccc12 (stereo not drawn)	-17	-14	3

More structures follow:
Each structure is followed by: Giardia killer	hERG WT inh	KCNH2 3.1 inh
O=C(CNc1cc(S(=O)(=O)N2CCOCC2)ccc1N1CCCC1)Nc1ccc(Cl)cc1
  12	5	1
CCCC(=O)N1CCCC(C(=O)c2cccc(OC(C)C)c2)C1 (stereo not drawn)
  21	-10	-4
O=C(c1ccccc1Cl)N1CCN(c2ncccn2)CC1
  29	0	-8
O=C(Nc1ccc(Nc2ccccc2)cc1)c1ccc(Cl)cc1Cl
  7	17	-3
O=C1CC2(CCCCC2)CC(=O)N1CCc1ccccc1
  16	4	15
CCOC(=O)C1=C(C)N(Cc2ccccc2)C(=O)NC1c1ccccc1OS(=O)(=O)c1ccccc1[N+](=O)[O-] (stereo not drawn)
  4	-29	-21
O=C(NCC1CCCCC1)NCC1CCCCC1
  -6	-4	-1
Cc1cccc(OCC(=O)Nc2nonc2NC(=O)COc2cccc(C)c2)c1
  -2	0	-2
Cc1cn(C2CC(O)C(CO)O2)c(=O)n(Cc2ccccc2)c1=O (stereo not drawn)
  ?	-11	-22
CN(C(=O)c1ccc(NC(=O)Cc2cccc(NC(=O)C3CCN(C(=O)C4CCC4)CC3)c2)cc1)C1CC1
  11	-4	2
CCCCN1C(=O)c2cccc3cc(O)cc(c23)C1=O
  -9	4	23
CN(CCc1ccccc1)C(=O)c1ccc(NC(=O)Cc2ccc(NC(=O)C3CCN(C(=O)C4CCCC4)CC3)cc2)cc1
  41[activator]	1	10
O=C(NCCc1ccccc1)c1ccccc1C(=O)NCCc1ccccc1
  0	0	2
Cc1ccc(S(=O)(=O)N2CCN(C(=O)COC(=O)/C=C/c3ccc(Cl)cc3)CC2)c(C)c1
  -8	-1	-12
CN(CCc1ccccc1)C(=O)c1cccc(NC(=O)Cc2cccc(NC(=O)C3CCCN(S(=O)(=O)c4cccc([N+](=O)[O-])c4)C3)c2)c1 (stereo not drawn)
  -27	-24	-14
O=C(O)C1=CCCc2ccc(F)cc21
  -16	-9	-1
CCc1c(C)nc2[nH]ncn2c1=O
  -9	31	-6
Cc1cnc(N=Nc2ccccc2)[nH]1
  ?	4	-14
NC(=O)c1ncn([C@@H]2O[C@H](CNCc3cc(Cl)ccc3OCc3ccc(Cl)cc3)[C@@H](O)[C@H]2O)n1
  -1	-1	-10
COc1ccc(OC)c(-c2cc(C(=O)Nc3ccccc3C(N)=O)c3ccccc3n2)c1
  10	-2	2
O=C(COC(=O)c1cc(=O)[nH]c2ccccc12)Nc1nc(-c2ccc(F)cc2)cs1
  12	-12	14
Cc1cc(Br)ccc1OCc1nnc(-c2ccccc2)o1
  -15	16	-4
CCOC(=O)/C=C1/SCC(=O)N1CC(=O)Nc1ccc2c(c1)CCC2
  -1	-8	6
COc1ccc(CCNC(=O)c2cccnc2Cl)cc1OC
  1	-5	16
Cc1c(NC(=S)NC(=O)c2ccc(Cl)cc2)c(=O)n(-c2ccccc2)n1C
  9	-10	8
Cc1ccc(CNC(=O)c2cccnc2)cc1
  4	-6	-21
C(=C\c1sc(Nc2ccccc2)n[n+]1-c1ccccc1)/c1ccccc1
  -8	-2	24
Cc1ccc(S(=O)(=O)N2CCN(C(=O)COC(=O)/C=C/c3cccc([N+](=O)[O-])c3)CC2)c(C)c1
  9	3	-3
CCOc1cc(C=NN2CCCCCC2)ccc1O
  11	1	0
Cn1cc(Cc2ccccc2)c(=O)c(Cc2ccccc2)c1
  15	7	-3

Not a retest: an excerpt of the list.
Each structure is followed by: Giardia killer	hERG WT inh	KCNH2 3.1 inh
O=C(CNc1cc(S(=O)(=O)N2CCOCC2)ccc1N1CCCC1)Nc1ccc(Cl)cc1
  12	5	1
CCCC(=O)N1CCCC(C(=O)c2cccc(OC(C)C)c2)C1 (stereo not drawn)
  21	-10	-4
O=C(c1ccccc1Cl)N1CCN(c2ncccn2)CC1
  29	0	-8
O=C(Nc1ccc(Nc2ccccc2)cc1)c1ccc(Cl)cc1Cl
  7	17	-3
O=C1CC2(CCCCC2)CC(=O)N1CCc1ccccc1
  16	4	15
CCOC(=O)C1=C(C)N(Cc2ccccc2)C(=O)NC1c1ccccc1OS(=O)(=O)c1ccccc1[N+](=O)[O-] (stereo not drawn)
  4	-29	-21
O=C(NCC1CCCCC1)NCC1CCCCC1
  -6	-4	-1

(more compounds)
Each structure is followed by: Giardia killer	hERG WT inh	KCNH2 3.1 inh
O=[N+]([O-])c1cccnc1Sc1ccc(Br)cc1
  6	-5	-3
C[C@H]1NC(=O)[C@]2(C)[C@@H](c3ccccc3)[C@H]3COc4ccccc4[C@H]3N2C1=O
  19	10	-3
COC1OC2COC(c3ccccc3)OC2C(O)C1NC(=O)c1ccccc1 (stereo not drawn)
  15	-10	4
CCOC(=O)N1CCC(NC(=O)C2CCC(Cn3c(=O)[nH]c4ccccc4c3=O)CC2)CC1 (stereo not drawn)
  -19	-1	-4
COc1ccccc1N1CCN(CCCN2CC(=O)N3CCCCC3C2=O)CC1 (stereo not drawn)
  13	-1	17
COc1ccccc1NC(=O)CN1CCN(c2ccc(F)cc2)CC1
  3	-8	-4
CCN1C/C(=C\c2cc(OC)c(OC)c(OC)c2)C2=NN(c3ccccc3)C(c3cc(OC)c(OC)c(OC)c3)C2C1 (stereo not drawn)
  -6	-11	-13
CN(C)CCNC(=O)c1onc(CSc2ccncc2)c1C(=O)NCCN(C)C
  -14	-7	0
CN1CCN(S(=O)(=O)c2cccc(C(=O)N(C)CC(=O)Nc3ccc(Cl)c(Cl)c3)c2)CC1
  -16	0	29
COc1cccc(COC(=O)c2cc(S(=O)(=O)N3CCOCC3)ccc2Cl)c1OC
  37[activator]	-10	3
Cc1cc(C)c2c(N)c(C(=O)Nc3ccccc3Cl)sc2n1
  -4	1	-2
CC(C)c1ccc(/C=c2\sc3n(c2=O)C(N)=C(C#N)C(c2ccc(C(C)C)cc2)C=3C(N)=O)cc1 (stereo not drawn)
  2	-2	-11
Cn1ccnc1-c1nnn(-c2ccc(Cl)c(Cl)c2)n1
  33[activator]	-12	-4
CC(NC(=O)C(Cc1ccccc1)=NO)c1ccccc1 (stereo not drawn)
  8	-9	-9
CN(C)c1ccc(C=c2c3ccccc3n3c2cc(-c2ccccc2)[n+]3C)cc1
  -17	3	15
OCC1OC(n2cnc3c(/C=C(\O)c4ccccc4)ncnc32)C(O)C1O (stereo not drawn)
  14	16	-26
O=C(NCc1cccs1)c1cc(-c2ccccc2)nn1CC1CC(c2cccnc2)=NO1 (stereo not drawn)
  -9	-9	-11

An excerpt; rates above refer to the full screens.
